Screening results: PubChem, National Center for Advancing Translational Sciences (NCATS)
EPAC2 antag: EPAC2 (human) antagonism | EPAC2 GEF exchange of Rap1B-BODIPY-GDP, fluorescence | Potency, µM (highest dose often 114 µM), for inactives: at the top dose activity, negative = inhibition, usual class: inhibitors | 360,000 compounds, 0.18% hits; also: potency is read from the fitted curve at half-maximal effect; % is scaled to controls: 0 for no effect and ±100 for the full control effect; nearly all actives have a fitted effect of over 45% in size; many of its hits are not listed in these tables
Target sequence (Q8WZA2 whole entry, looked up): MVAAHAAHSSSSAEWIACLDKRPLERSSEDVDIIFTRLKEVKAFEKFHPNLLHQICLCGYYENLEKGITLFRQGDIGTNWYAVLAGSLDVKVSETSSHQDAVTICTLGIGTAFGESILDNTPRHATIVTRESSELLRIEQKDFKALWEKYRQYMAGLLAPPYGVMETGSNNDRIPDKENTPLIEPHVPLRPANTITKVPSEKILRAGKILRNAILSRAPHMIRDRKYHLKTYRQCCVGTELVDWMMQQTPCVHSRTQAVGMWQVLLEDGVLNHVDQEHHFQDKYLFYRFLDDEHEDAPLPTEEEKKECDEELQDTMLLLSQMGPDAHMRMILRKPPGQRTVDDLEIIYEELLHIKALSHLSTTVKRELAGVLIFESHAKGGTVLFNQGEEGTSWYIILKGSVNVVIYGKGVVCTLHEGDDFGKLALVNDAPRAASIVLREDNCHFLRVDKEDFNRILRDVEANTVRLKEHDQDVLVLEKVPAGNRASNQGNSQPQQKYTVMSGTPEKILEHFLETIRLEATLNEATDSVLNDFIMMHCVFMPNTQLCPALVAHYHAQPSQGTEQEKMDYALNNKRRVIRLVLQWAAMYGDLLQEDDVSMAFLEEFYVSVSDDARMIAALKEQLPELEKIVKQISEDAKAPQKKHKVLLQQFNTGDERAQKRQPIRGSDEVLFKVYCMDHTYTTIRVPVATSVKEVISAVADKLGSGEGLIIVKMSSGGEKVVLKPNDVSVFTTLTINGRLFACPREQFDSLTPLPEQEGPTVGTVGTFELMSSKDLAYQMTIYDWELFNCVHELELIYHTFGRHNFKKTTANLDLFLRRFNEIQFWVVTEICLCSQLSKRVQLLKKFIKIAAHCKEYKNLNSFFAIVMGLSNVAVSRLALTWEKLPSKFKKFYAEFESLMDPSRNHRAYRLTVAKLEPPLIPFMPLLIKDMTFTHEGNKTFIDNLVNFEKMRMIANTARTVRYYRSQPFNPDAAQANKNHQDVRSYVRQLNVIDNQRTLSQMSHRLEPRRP
CCT chaperon mod: changes cytosolic chaperonin activity. purified chaperonin ATPase assay, HTRF ADP detection, 30 min. activity change, % (no concentration beside the values), hits read low. 360,000 compounds, 0.3% hits. AID 651819; in the data active = activity change below about -30%; also: % is scaled to controls: 0 for no effect and ±100 for the full control effect
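Enzyme 40 or 20 nM (batch-dependent) in Tris pH 7.4/KCl/MgCl2/DTT; cpd 76 uM single point; ATP 10 uM; 30 min 37 °C; Transcreener ADP HTRF detection, 30 min RT; ratio 665/615.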
Nrf2 activator: activates Nrf2 signaling; AREc32 ARE-luciferase reporter (MCF7-derived line), luminescence, 24 h; 410,000 compounds, 0.31% hits; AID 624171; Potency, µM (series often up to 46.1 µM), without a hit: at the highest dose activation, actives largely listed as activators; also: potency is read from the fitted curve at half-maximal effect; % of control where 0% means no effect; nearly all actives have a fitted effect of over 65% in size
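Luminescent ARE reporter assay in AREc32_Fluc cells: overnight plating at 37 deg C, 24 hr compound incubation, Steady-Glo added, 30 min RT before reading.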
MmCpn inh: blocks the Methanococcus maripaludis chaperonin Mm-Cpn; purified Mm-Cpn ATPase, ADP Transcreener TR-FRET; Potency, µM (top dose mostly 76.9 µM), for inactives: at the highest dose activity, negative = inhibition, hits mostly inhibitors; 330,000 compounds, 0.031% hits; AID 504842; also: potency is read from the fitted curve at half-maximal effect; % is scaled to controls: 0 for no effect and ±100 for the full control effect; nearly all actives have a fitted effect of over 80% in size
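Measured: ADP formation by purified Mm-CPN. Conditions: 25 nM protein, 10 uM ATP, Tris pH 7.4 with Mg2+, K+ and DTT, 37°C for 30 min. Detection: Transcreener HTRF after 30 min at room temperature.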
A549 tox: kills or reduces viability of A549 cells in Nrf2 counter-screen; Potency, µM (series often up to 46 µM), inactives show at the highest dose activity change, negative = cytotoxicity, usual class: inhibitors; A549 ARE-Fluc cells, CellTiter-Fluor viability, 18-24 h; 390,000 compounds, 0.16% hits; AID 504648; also: potency is read from the fitted curve at half-maximal effect; % is scaled to controls: 0 for no effect and ±100 for the full control effect
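Cytotoxicity counterscreen: CellTiter-Fluor fluorescence was measured in A549 ARE_Fluc cells after 18-24 h of compound exposure in a concentration series. The subsequent BugLite luminescent read reports ARE-luciferase activity.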
TGFb inhibitor: blocks TGF-b signaling | HepG2 CAGA-GFP TGF-b/SMAD3 reporter, GFP fluorescence, 18 h; TGF-beta stimulated, 500 pg/mL final | Potency, µM (series often up to 46.1 µM), inactives show at the top dose activity, negative = inhibition, usual class: inhibitors | 410,000 compounds, 1.2% hits | AID 588855; also: potency is read from the fitted curve at half-maximal effect; % is scaled to controls: 0 for no effect and ±100 for the full control effect; nearly all actives have a fitted effect of over 65% in size
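Inhibition was scored as loss of TGF-beta-induced (500 pg/mL final, 18 hours, 37 degrees C) GFP in HEPG2 cells carrying a CAGA-GFP reporter, in DMEM with 1% FBS. Well GFP was summed per cell; Activity was normalised to unstimulated and stimulated DMSO wells, then concentration-response fitting.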
Nrf2 inh: inhibitors of Nrf2 signaling; 360,000 compounds, 2.1% hits; Potency, µM (series often up to 46 µM), inactives show top-dose activity change, negative = inhibition, actives largely listed as inhibitors; A549 ARE-Fluc reporter, luciferase luminescence, 18-24 h; also: potency is read from the fitted curve at half-maximal effect; % is scaled to controls: 0 for no effect and ±100 for the full control effect; nearly all actives have a fitted effect of over 60% in size
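Nrf2 function is reported as luminescence of an ARE-controlled luciferase in A549 cells. Compounds were tested at several concentrations, and a CellTiter-Fluor read on the same wells flagged cytotoxicity.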
Akt phos inh: Akt phosphorylation inhibition; 360,000 compounds, 0.32% hits; Neuro2A IGF-stimulated pAkt S473 HTRF, 20 min; active compounds read low; activity change, % for hits at 50 µM; in the data active = activity change below about -80%; inconclusive = mostly about -51% to -80%; also: % is scaled to controls: 0 for no effect and ±100 for the full control effect
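Neuro2A cells (4,500/well, DMEM with 0.5% FBS) were treated with compound at a single 50 µM final concentration, stimulated with 6 nM IGF for 20 min at 37 °C, and lysed. Phospho-Akt Ser473 was read by HTRF as 665/615 ratio ×10^4.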
EPAC2 agonist: activates human EPAC2 exchange factor; EPAC2 activation, biochemical qHTS; response scale: 100% = 6.5 mM cAMP response; Potency, µM (titrated, usually from 154 µM), for inactives: at the top dose activation, hits mostly activators; 360,000 compounds, 0.079% hits; also: potency is read from the fitted curve at half-maximal effect; nearly all actives have a fitted effect of over 50% in size
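EPAC2 (100 nM) mixed with Rap1B loaded with BODIPY-GDP (250 nM) plus 50 uM unlabeled GDP; compounds pinned in, 5 min RT, then read every 5 min for 30 min (ex 480, em 540 nm). Normalized to cAMP control.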
The depositor's hits bear a star; & = joins results of further samples; [ ] = dose if it differs, or a comment. Unless noted, calls follow the shape of the dose curve; as a rule, active = well fitted curve in the direction sought with a large enough effect; inconclusive = small, poorly fitted or top-dose-only effect, or another doubt; inactive = no such curve, though single readings can be large; an effect the other way counts as inactive or inconclusive. A portion of the library; the hit share may differ from the screen's.

How did CC(NCc1cccc(Cl)c1Cl)C(O)c1ccccc1 (stereo unspecified) do in these assays?
EPAC2 antag: 9%; CCT chaperon mod: 2.1; Nrf2 activator: 3.9%; MmCpn inh: -8%; A549 tox: 1%; TGFb inhibitor: inconclusive; Nrf2 inh: 5%; Akt phos inh: inactive; EPAC2 agonist: 3%

What do the screens show for `O=c1[nH]c(=O)n(-c2ccc(Br)cc2)c(O)c1C=NC(CO)(CO)CO`?
EPAC2 antag: 5%; CCT chaperon mod: -0.7; Nrf2 activator: 0.6%; MmCpn inh: 0%; A549 tox: 2%; TGFb inhibitor: 15%; Nrf2 inh: -6%; Akt phos inh: inactive; EPAC2 agonist: -10%

What do the screens show for `O=C(c1cc(S(=O)(=O)N2CCC3(CC2)OCCO3)ccc1F)N1CCC2(CC1)OCCO2`?
EPAC2 antag: 17%; CCT chaperon mod: -0.1; Nrf2 activator: 1.9%; MmCpn inh: -1%; A549 tox: 0%; TGFb inhibitor: 4%; Nrf2 inh: -16%; Akt phos inh: inactive; EPAC2 agonist: 2%

What do the screens show for `Cc1cc(/C=C2\C(=O)NC(=O)N(Cc3ccco3)C2=O)c(C)n1-c1ccc(C(=O)O)cc1`?
EPAC2 antag: 1%; CCT chaperon mod: -2.0; Nrf2 activator: -0.3%; MmCpn inh: 1%; A549 tox: -18%; TGFb inhibitor: 11%; Nrf2 inh: 7%; Akt phos inh: inactive; EPAC2 agonist: -2%

How did CC(=O)Nc1ccccc1C(=O)OCc1cccc(F)c1 do in these assays?
EPAC2 antag: -11%; CCT chaperon mod: 1.5; Nrf2 activator: 9.3%; MmCpn inh: 1%; A549 tox: 1%; TGFb inhibitor: 12%; Nrf2 inh: inconclusive; Akt phos inh: inactive; EPAC2 agonist: 2%

What do the screens show for `O=P(O)(O)c1ccccc1OCCOCCOCCOCCOc1ccccc1P(=O)(O)O`?
EPAC2 antag: 13%; CCT chaperon mod: -0.6; Nrf2 activator: 2.6%; MmCpn inh: 0%; A549 tox: 3%; TGFb inhibitor: -5%; Nrf2 inh: inconclusive; Akt phos inh: inactive; EPAC2 agonist: 1%

Results for CCC(=Nc1ccc2c(c1)CCC2)c1c(O)n(-c2ccc(OC)cc2)c(=O)[nH]c1=O ?
EPAC2 antag: 8%; CCT chaperon mod: -0.9; Nrf2 activator: 1.5%; MmCpn inh: -1%; A549 tox: 8%; TGFb inhibitor: -1%; Nrf2 inh: inconclusive; Akt phos inh: inactive; EPAC2 agonist: 4%

Results for CN1CCc2c(C#N)c(Cl)nc(Cl)c2C1 ?
EPAC2 antag: 1%[57.1 µM]; CCT chaperon mod: 1.2; Nrf2 activator: 15%; MmCpn inh: 1%; A549 tox: 11%; TGFb inhibitor: -8%; Nrf2 inh: 12%; Akt phos inh: inactive; EPAC2 agonist: 12%

What do the screens show for `CN1CCN(c2cc([N+](=O)[O-])ccc2Cl)CC1`?
EPAC2 antag: -6%; CCT chaperon mod: 0.2; Nrf2 activator: -0.6%; MmCpn inh: -9%; A549 tox: -4%; TGFb inhibitor: 0%; Nrf2 inh: 11%; Akt phos inh: inactive; EPAC2 agonist: 11%

How did CC1OC(OC2C=C3CCC4C(CCC5(C)C(c6ccc(=O)oc6)CCC45O)C3(C)CC2)C(O)C(OC2OC(CO)C(O)C(O)C2O)C1O (stereo unspecified) do in these assays?
EPAC2 antag: 15%; CCT chaperon mod: 0.0; Nrf2 activator: -2.3%; A549 tox: inconclusive; TGFb inhibitor: 0.4µM*; Nrf2 inh: 0.073µM*; Akt phos inh: inactive; EPAC2 agonist: 3%

What do the screens show for `C=CCN1C(=O)/C(=C/c2ccc(Br)s2)C(=O)NC1=S`?
EPAC2 antag: -1%; CCT chaperon mod: -1.3; Nrf2 activator: 4.1%; MmCpn inh: -1%; A549 tox: -5%; TGFb inhibitor: inconclusive; Nrf2 inh: -3%; Akt phos inh: inactive; EPAC2 agonist: -3%

How did CC(=O)N1CN(C(C)=O)CN(C(C)=O)C1 do in these assays?
EPAC2 antag: -1%; CCT chaperon mod: 3.2; Nrf2 activator: -0.5%; MmCpn inh: -1%; A549 tox: 8%; TGFb inhibitor: -7%; Nrf2 inh: 12%; Akt phos inh: inactive; EPAC2 agonist: 14%

What do the screens show for `COc1cc(CN2CCN(C(=O)COc3ccccc3)CC2)cc(OC)c1OC`?
EPAC2 antag: 8%; CCT chaperon mod: 2.4; Nrf2 activator: 0.0%; MmCpn inh: -2%; A549 tox: -1%; TGFb inhibitor: 0%; Akt phos inh: inactive; EPAC2 agonist: 0%

What do the screens show for `COc1ccc(CCn2c(O)c(C=NCCCO)c(=O)[nH]c2=O)cc1OC`?
EPAC2 antag: 11%; CCT chaperon mod: -2.6; Nrf2 activator: 1.0%; MmCpn inh: -3%; A549 tox: 0%; TGFb inhibitor: 13%; Nrf2 inh: 5%; Akt phos inh: inactive; EPAC2 agonist: -3%

What do the screens show for `O=CC1=C(N2CCOCC2)/C(=C\c2ccccc2)CC1`?
EPAC2 antag: 4%; CCT chaperon mod: -1.1; Nrf2 activator: 5.1%; MmCpn inh: -7%; A549 tox: 10%; TGFb inhibitor: -6%; Nrf2 inh: inconclusive; Akt phos inh: inactive; EPAC2 agonist: 6%

Results for CCCC1=C(C(=O)OCC)C2(C(=O)Nc3ccccc32)C(C#N)=C(N)O1 (stereo unspecified) ?
EPAC2 antag: 1%; CCT chaperon mod: 2.5; Nrf2 activator: -0.2%; MmCpn inh: 1%; A549 tox: -8%; TGFb inhibitor: inconclusive; Nrf2 inh: 22%; Akt phos inh: inactive; EPAC2 agonist: -2%

Results for CCn1cc(CN2CCCC(C(=O)c3cccc(C(F)(F)F)c3)C2)cn1 (stereo unspecified) ?
EPAC2 antag: -1%; CCT chaperon mod: -0.4; Nrf2 activator: -0.8%; TGFb inhibitor: 2%; Akt phos inh: inactive; EPAC2 agonist: -1%

What do the screens show for `OC(CNCCc1c[nH]c2ccccc12)c1ccccc1` (stereo unspecified)?
EPAC2 antag: 0%; CCT chaperon mod: 0.3; Nrf2 activator: 0.4%; MmCpn inh: 2%; A549 tox: -7%; TGFb inhibitor: 11%; Nrf2 inh: 3%; Akt phos inh: inactive; EPAC2 agonist: 9%

Results for O=Cc1cn(Cc2ccc([N+](=O)[O-])cc2)c2ccccc12 ?
EPAC2 antag: -2%; CCT chaperon mod: -1.6; Nrf2 activator: 3.1%; MmCpn inh: 1%; A549 tox: -3%; TGFb inhibitor: 2.2µM*; Nrf2 inh: -7%; Akt phos inh: inactive; EPAC2 agonist: -6%

What do the screens show for `c1ccc2ncccc2c1`?
EPAC2 antag: -7%; CCT chaperon mod: -1.7; Nrf2 activator: 0.0%; MmCpn inh: inconclusive; A549 tox: 9%; TGFb inhibitor: 29%&8%; Nrf2 inh: -2%; Akt phos inh: inactive; EPAC2 agonist: 6%

How did Cc1nc2nc(SCC(=O)N3CCC4(CC3)OCCO4)nn2c(C)c1Cc1ccccc1 do in these assays?
EPAC2 antag: 8%; CCT chaperon mod: 0.3; Nrf2 activator: -0.3%; MmCpn inh: -3%; A549 tox: 3%; TGFb inhibitor: -14%; Nrf2 inh: -29%; Akt phos inh: inactive; EPAC2 agonist: 2%

How did COP(=O)(OC)/C(C=O)=N/Nc1ccc([N+](=O)[O-])cc1 do in these assays?
EPAC2 antag: -8%; CCT chaperon mod: 1.0; Nrf2 activator: 2.8%; MmCpn inh: 1%; A549 tox: inconclusive; TGFb inhibitor: -8%; Nrf2 inh: -25%; Akt phos inh: inactive; EPAC2 agonist: 3%

Results for COc1ccc(CCNCc2ccccc2F)cc1OC ?
EPAC2 antag: 2%; CCT chaperon mod: -2.1; Nrf2 activator: -0.1%; MmCpn inh: 1%; A549 tox: 0%; TGFb inhibitor: 3%; Nrf2 inh: 9%; Akt phos inh: inactive; EPAC2 agonist: 13%

How did CN1C(=O)C(=Cc2coc3ccccc3c2=O)C(=O)N(C)C1=O do in these assays?
EPAC2 antag: 8%; CCT chaperon mod: -1.3; Nrf2 activator: 7.5%; MmCpn inh: -1%; A549 tox: -2%; TGFb inhibitor: 1%; Nrf2 inh: 1%; Akt phos inh: inactive; EPAC2 agonist: 5%

How did O=c1[nH]c(N2CCN(Cc3ccc4c(c3)OCO4)CC2)nc2c1CCC2 do in these assays?
EPAC2 antag: 0%; CCT chaperon mod: -7.0; Nrf2 activator: 0.4%; MmCpn inh: -1%; A549 tox: 3%; TGFb inhibitor: inconclusive; Akt phos inh: inactive; EPAC2 agonist: 9%

Results for CCOP(=O)(OCC)c1ccc2c(c1)C(=O)c1ccccc1CC2 ?
EPAC2 antag: inconclusive; Nrf2 activator: 5.6%; MmCpn inh: -6%; A549 tox: -3%; TGFb inhibitor: -3%; Nrf2 inh: -10%; EPAC2 agonist: 2%

How did N=Cc1c(O)n(-c2ccc(C34CC5CC(CC(C5)C3)C4)cc2)c(=O)[nH]c1=O do in these assays?
EPAC2 antag: -1%; CCT chaperon mod: 0.5; Nrf2 activator: -0.4%; MmCpn inh: -2%; A549 tox: 5%; TGFb inhibitor: -1%; Nrf2 inh: inconclusive; Akt phos inh: inactive; EPAC2 agonist: 0%

How did CCOP(=O)(OCC)/C(C#N)=C/c1ccc(Br)cc1 do in these assays?
EPAC2 antag: -3%; CCT chaperon mod: 0.5; Nrf2 activator: 2.2%; MmCpn inh: -3%; A549 tox: 1%; TGFb inhibitor: 1%; Nrf2 inh: inconclusive; Akt phos inh: inactive; EPAC2 agonist: 9%
